# GC-A act – GC-A (human) enzyme activation; P16066; HEK293 GC-A cells, cGMP TR-FRET, EC30 ANP; 0% at EC30 ANP, 100% saturating ANP; activation, % at 10 µM; 370,000 tested, 0.14% active; AID 1671463; in the data active = activation above about 40%
# Target sequence (P16066 whole entry, looked up): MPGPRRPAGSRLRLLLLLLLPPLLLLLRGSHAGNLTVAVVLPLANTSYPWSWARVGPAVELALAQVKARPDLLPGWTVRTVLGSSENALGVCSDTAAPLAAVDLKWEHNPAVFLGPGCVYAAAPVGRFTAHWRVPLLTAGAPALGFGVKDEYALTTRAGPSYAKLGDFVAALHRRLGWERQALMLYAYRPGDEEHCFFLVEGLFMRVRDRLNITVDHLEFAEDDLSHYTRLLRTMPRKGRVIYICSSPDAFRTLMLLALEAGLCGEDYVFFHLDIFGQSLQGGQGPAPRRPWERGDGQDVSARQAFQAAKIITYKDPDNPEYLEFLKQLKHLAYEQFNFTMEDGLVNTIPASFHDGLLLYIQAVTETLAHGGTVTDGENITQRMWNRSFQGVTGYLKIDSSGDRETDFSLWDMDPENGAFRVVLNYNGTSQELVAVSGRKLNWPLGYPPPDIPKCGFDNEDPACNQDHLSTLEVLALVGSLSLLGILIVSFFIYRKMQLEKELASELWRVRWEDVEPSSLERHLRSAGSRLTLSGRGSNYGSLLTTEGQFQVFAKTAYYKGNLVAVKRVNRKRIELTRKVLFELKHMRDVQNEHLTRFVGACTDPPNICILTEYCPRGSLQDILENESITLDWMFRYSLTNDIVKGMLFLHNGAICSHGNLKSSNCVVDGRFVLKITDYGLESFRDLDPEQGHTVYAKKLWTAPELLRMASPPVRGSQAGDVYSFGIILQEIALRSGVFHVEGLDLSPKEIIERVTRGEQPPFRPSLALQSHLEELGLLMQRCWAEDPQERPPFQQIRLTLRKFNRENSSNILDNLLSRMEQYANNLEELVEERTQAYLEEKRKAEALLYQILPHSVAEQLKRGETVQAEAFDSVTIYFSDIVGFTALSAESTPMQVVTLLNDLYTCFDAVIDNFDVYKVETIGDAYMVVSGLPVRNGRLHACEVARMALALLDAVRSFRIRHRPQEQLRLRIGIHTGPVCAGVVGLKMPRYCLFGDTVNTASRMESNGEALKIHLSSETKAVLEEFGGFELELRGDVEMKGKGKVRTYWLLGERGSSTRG
# TCR CD3 inh – blocks the human TCR-CD3 interaction. TAMRA-labeled TCR probe fluorescence, biochemical. inhibition, % at 9.4 µM. 360,000 tested, 0.37% active. AID 651800; in the data active = inhibition above about 19%;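 note: recombinant mutant TCR 2C K166C tagged with TAMRA read by polarization; 0% = receptor in buffer alone and 100% = receptor with positive control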
# ABHD4 inh – ABHD4 (mouse) inhibition, primary FP screen | inhibition, % at 8.92 µM | AID 720543 | 370,000 tested, 0.54% active | Q8VD66 | purified mABHD4, FP-Rh probe fluorescence polarization;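 active = inhibition exceeding the mean over every tested compound plus 3 SD, cut at about 30% in these data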;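 note: 0% = plate median of compound wells and 100% = S159A mutant with DMSO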
#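 Assay system: Wild-type mouse ABHD4 protein | Medium: HEPES pH 7.0 buffer, 150 mM NaCl, 0.01% Pluronic F-127 | Incubation: Enzyme–compound pre-incubation 45 min, then probe 60 min, both 25 °C | Technique: Fluorescence polarization with parallel and perpendicular emission, 525/598 nm | Evaluation: % inhibition of FP-Rh probe binding versus controls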
# UHRF1 binding – blocks human UHRF1 binding to methylated DNA; Q96T88; UHRF1 binding to methylated oligo, TR-FRET; inhibition, % at 4.4 µM; 370,000 tested, 0.75% active; in the data active = inhibition above about 21%;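 note: UHRF1 SRA domain binding a hemimethylated CpG hairpin DNA probe; 0% = median of test compound wells and 100% = reference inhibitor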
# HTRA1 inhibitor – HTRA1 (human) protease inhibition; AID 504803; inhibition, % at 5.96 µM; Q92743; recombinant HTRA1, FP-rhodamine activity-based probe, fluorescence polarization; 340,000 tested, 0.5% active; in the data active = inhibition above about 36%;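 note: 0% = enzyme with DMSO and 100% = wells lacking enzyme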
# PRMT1 inh – PRMT1 (human) inhibition, primary screen; Q99873; recombinant PRMT1, activity-based probe fluorescence polarization; inhibition, % at 2.79 µM; 370,000 tested, 1.3% active; AID 652257;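 active = inhibition above about 21% made by adding two undisclosed values, limit read from the data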
# MBD2 DNA inh – inhibitors of human MBD2 binding to methylated oligonucleotide; Q9UBB5; TR-FRET; inhibition, % at 4.4 µM; 370,000 tested, 0.31% active; AID 686964; in the data active = inhibition above about 13%
# NPR2 activator – GC-B (human) receptor activation | P20594 | HEK293-GC-B cells, CNP EC30, cGMP TR-FRET; 0% at EC30 CNP, 100% saturating CNP | activation, % at 10 µM | 370,000 tested, 0.11% active;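 active = activation at 10 µM reaching about 35% in either raw or pattern-adjusted values, limit read from the data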
# SIAE primary – inhibitors of human sialic acid acetylesterase SIAE; Q9HAT2; SIAE FP-Rh probe binding, fluorescence polarization; inhibition, % at 9.66 µM; 370,000 tested, 0.69% active;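 active = inhibition above a cutoff: mean of compounds within the control limits plus 3 SD of those, cut at about 17% in these data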;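 note: 0% = plate median of compound wells and 100% = probe without SIAE protein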
# rCAG binder – r(CAG) repeat RNA binding. TO-PRO-1 dye displacement fluorescence. inhibition, % at 3 µM. 370,000 tested, 1.3% active. AID 651821;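 active = inhibition above the plate cutoff, the mean of all test compounds on that plate plus 3 SD, cut at about 35% in these data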;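 note: 0% = DMSO alone and 100% = 100 µM mitoxantrone as full dye displacement; higher means more dye released from RNA so lower well fluorescence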
# * = called active by the depositor; x = not tested or not shown. These rows are one share of the data; count on the stated rates, not on these rows.
SMILES,GC-A act,TCR CD3 inh,ABHD4 inh,UHRF1 binding,HTRA1 inhibitor,PRMT1 inh,MBD2 DNA inh,NPR2 activator,SIAE primary,rCAG binder
Cc1ccc(-c2nc(C3CCCN(S(=O)(=O)c4ccccc4)C3)no2)cc1 (stereo not given),0.1,x,2.5,3.0,x,0.5,-0.9,-2.4,-6.4,1.1
CC1=NOC2(C1)N(C)c1ccccc1C2(C)C (stereo not given),0.4,2.1,-3.4,-5.8,5.8,-3.7,3.5,5.1,1.2,-6.0
Cc1ccc2cc(CN(CCCO)S(=O)(=O)c3cccc4nsnc34)c(=O)[nH]c2c1,1.7,3.2,-4.7,-4.5,-2.2,-2.2,-7.3,0.9,0.9,-0.3
Cc1ccc(C(=O)NC2CC2)cc1S(=O)(=O)N1CCOCC1,-2.9,-6.7,-1.4,0.6,-5.3,3.8,-0.1,-0.7,-0.6,3.3
COc1ccccc1NC(=O)Nc1cccc(C)n1,2.4,-1.8,-1.4,2.3,-2.7,0.9,-3.6,4.8,-1.8,-1.7
Cc1nc(N)nc(N)c1/C=C/C(C)(C)c1ccc(Cl)cc1,-35.3,5.6,25.0,-0.9,-0.8,0.6,3.8,-18.4,-2.0,3.1
O=C(NCc1ccco1)/C(=C\c1ccco1)NC(=O)c1cccs1,1.9,-4.2,1.1,-5.0,3.8,2.2,3.4,4.4,-1.8,-0.1
Cc1c(NC(=O)CN2C(=O)NC(C)(c3ccccc3)C2=O)c(=O)n(-c2ccccc2)n1C (stereo not given),1.5,-3.0,1.7,-1.4,-2.3,-3.9,-0.9,2.5,5.0,0.4
O=C(NCCCN1CCN(c2ccc(F)cc2)CC1)NCc1ccccc1,-0.3,x,-3.1,3.4,x,-2.3,-1.9,-5.3,6.7,1.4
CCN1CCN(C(=O)CCN2C(=O)COc3ccc(C)cc32)CC1,-1.6,6.8,7.7,-2.2,1.0,-0.9,-5.2,1.3,9.7,-2.6
O=C(NN=Cc1ccc2c(c1)CCC2)c1cccc([N+](=O)[O-])c1,1.6,-2.1,7.0,-0.7,-3.1,0.5,0.2,-4.9,-9.0,3.6
Cc1cc(SCC(=O)N(C)C2CCS(=O)(=O)C2)nc2c(C)cccc12 (stereo not given),-0.7,3.0,-2.8,1.2,4.0,-1.2,-0.7,1.6,-5.9,-4.4
COc1cccc(CN2CCN(Cc3ccc4c(c3)OCCO4)CC2CCO)c1 (stereo not given),2.5,6.0,-1.8,-2.5,-1.7,-2.2,2.1,-0.9,6.4,-8.3
CC(=O)NC(c1ccc(Cl)cc1Cl)c1ccc2cccnc2c1O (stereo not given),3.4,-10.1,16.2,-11.4,72.9*,-2.5,-2.0,-1.2,19.6*,8.4
S=C(Nc1ccc(Br)cc1)NC1CCN(Cc2ccccc2)CC1,6.0,9.3,4.5,-1.7,-4.8,-4.5,-3.7,4.0,17.1*,-1.1
CCOC(=O)c1sc2nc(SCC#N)n(CCCN3CCCC3=O)c(=O)c2c1C,5.5,-4.0,-4.9,4.7,-6.9,-0.2,1.3,-4.2,-1.0,-0.2
CCc1nc2ccc(C(=O)NCCCN3CCCC3=O)cn2c1N(CC)CCOC,-2.6,3.3,5.3,-0.9,x,-0.7,1.6,6.0,1.4,-1.8
CN(Cc1ccnc2ccccc12)C(=O)C1CCC(=O)N(Cc2ccccc2F)C1 (stereo not given),0.5,4.8,2.9,0.9,-0.4,1.4,4.9,5.5,-12.8,-1.1
Cc1cccc(-n2ccnc2SCC(=O)Nc2cc(C)on2)c1,-4.8,-13.4,-12.2,10.7,-4.2,4.5,8.6,-0.5,-8.2,0.0
O=S1(=O)CC(N2CCN(c3ccccn3)CC2)CN1Cc1ccccc1 (stereo not given),-6.1,3.5,2.8,3.2,x,3.0,4.7,8.8,-0.1,1.4
c1ccc(C2=Nn3c(Cn4nnc5ccccc54)nnc3SC2)cc1,1.2,-7.1,3.1,3.0,x,1.5,0.3,-3.3,-3.3,-7.3
CCOCCc1nn2c(=O)cc(CSCC(=O)Nc3cccc(C)c3C)nc2s1,2.3,2.3,-4.4,-0.9,7.6,0.5,1.6,3.2,-7.7,-0.8
Cc1ccc(Cc2c(-c3ccc(Cl)cc3)nc3cc(C)c(Br)c(C)n23)cc1,-0.2,-11.0,3.1,17.1,x,-1.6,3.1,0.5,-2.9,25.1
Cc1cccc[n+]1CC(=O)Nc1ccccc1,-5.2,-11.7,-2.9,3.9,3.0,-1.9,2.0,-4.0,1.1,-1.2
Cc1csc(NC(=O)C2CCN(S(=O)(=O)c3ccc4c(c3)oc(=O)n4C)CC2)n1,0.2,8.3,-1.9,0.5,-2.4,-1.0,3.0,-2.0,-4.6,5.9
O=C(Nc1ncnc2c1ncn2[C@@H]1O[C@H](/C=C/C(=O)N2CCN(c3ccc(F)cc3)CC2)[C@@H](O)[C@H]1O)c1ccccc1,2.0,6.8,-2.7,-4.7,x,-0.5,1.3,1.2,-1.1,4.6
O=C(Nc1ccc(S(=O)(=O)Nc2nccs2)cc1)c1cc(-c2ccccn2)nc2ccccc12,-2.0,-4.6,-11.8,4.3,-9.6,0.2,2.8,-3.3,-18.6,66.3*
COC(=O)c1ccc(CSc2cc(C)c3cc(C)cc(C)c3n2)o1,-9.0,12.2,1.8,-0.1,1.0,2.1,3.3,-3.5,-1.0,3.7
COc1ccc(NS(=O)(=O)c2cc(NC(=O)c3ccc(C)o3)ccc2N2CCCCC2)cc1,-0.6,-3.9,-27.2,3.6,-54.8,3.3,1.9,-0.8,-17.9,6.0
Cc1ccc(S(=O)(=O)N2CCN(C(=O)COC(=O)/C=C/c3ccc(F)cc3)CC2)c(C)c1,2.5,-5.4,0.7,2.4,-3.9,0.8,-0.4,1.9,-3.8,-0.2
COC(=O)[C@]12C[C@H](CC(=O)NCC3CCCCC3)C(=O)N(Cc3ccccc3)C1=C[C@H](C1CCCC1)O[C@@H]2C,-13.3,5.6,-3.8,0.9,x,-7.6,12.2,-19.8,1.5,1.1
CC(C)CCN1C(=O)c2ccc(C(=O)Nc3c[nH]c(=O)[nH]c3=O)cc2C1=O,-1.7,-0.8,-2.2,-1.2,7.3,-1.6,3.2,-5.8,0.8,0.6
O=C(c1ccco1)N1CCN(S(=O)(=O)c2ccc(C3CCCCC3)cc2)CC1,-2.9,1.2,2.9,3.8,-5.2,0.1,1.6,-4.7,1.2,0.7
CCN(CC(=O)Nc1cc(Cl)ccc1C)C(=O)c1nc2nc(C)cc(C)n2n1,3.7,-4.6,3.5,2.7,0.2,5.5,3.7,0.8,-2.6,0.9
CC(=O)NC(Cc1ccccc1F)C(=O)NC1CCN(C(=O)c2cnccn2)CC1 (stereo not given),-1.6,-7.3,8.4,-0.7,1.7,1.3,2.8,12.4,2.9,-3.4
Cc1ccc(N2N=C(C(=O)O)CCC2=O)cc1Cl,0.0,-0.7,-1.8,0.2,-2.3,-1.0,0.6,4.8,-2.7,2.2

# An excerpt from above in order of number of heavy atoms, low to high.
SMILES,GC-A act,TCR CD3 inh,ABHD4 inh,UHRF1 binding,HTRA1 inhibitor,PRMT1 inh,MBD2 DNA inh,NPR2 activator,SIAE primary,rCAG binder
COC(=O)c1ccc(CSc2cc(C)c3cc(C)cc(C)c3n2)o1,-9.0,12.2,1.8,-0.1,1.0,2.1,3.3,-3.5,-1.0,3.7
CC(C)CCN1C(=O)c2ccc(C(=O)Nc3c[nH]c(=O)[nH]c3=O)cc2C1=O,-1.7,-0.8,-2.2,-1.2,7.3,-1.6,3.2,-5.8,0.8,0.6
COc1ccc(NS(=O)(=O)c2cc(NC(=O)c3ccc(C)o3)ccc2N2CCCCC2)cc1,-0.6,-3.9,-27.2,3.6,-54.8,3.3,1.9,-0.8,-17.9,6.0
O=C(Nc1ncnc2c1ncn2[C@@H]1O[C@H](/C=C/C(=O)N2CCN(c3ccc(F)cc3)CC2)[C@@H](O)[C@H]1O)c1ccccc1,2.0,6.8,-2.7,-4.7,x,-0.5,1.3,1.2,-1.1,4.6

# The list continues:
SMILES,GC-A act,TCR CD3 inh,ABHD4 inh,UHRF1 binding,HTRA1 inhibitor,PRMT1 inh,MBD2 DNA inh,NPR2 activator,SIAE primary,rCAG binder
COc1ccc(-c2csc(NC(C)c3nc4cc(C(=O)NCCCO)ccc4n3Cc3ccc(C)cc3)n2)cc1 (stereo not given),35.0,1.6,-4.0,3.5,-25.5,1.3,12.2,46.6*,0.1,12.3
Cc1cc(NC(=O)CSc2ccc(-c3ccc(F)cc3)nn2)no1,3.6,0.5,-17.4,5.2,-10.3,7.5,10.3,-4.0,-12.3,-0.1
CC(NC(=O)c1ccco1)C(=O)N1CCN(S(=O)(=O)c2ccccc2C#N)CC1 (stereo not given),-0.2,-10.5,-0.1,-1.9,1.6,1.4,-6.8,2.6,9.1,0.9
O=S(=O)(N[C@H](CO)c1ccccc1)c1ccc(Br)cc1F,-1.2,-2.8,-4.9,-1.7,0.7,0.7,1.3,-5.8,-8.3,2.3
O=C(O)CCCN1C(=O)/C(=C/c2cn(-c3ccccc3)nc2-c2cccs2)SC1=S,-3.7,-0.4,10.2,-0.3,-118.3,0.1,6.4,-7.6,-19.1,63.8*
COc1ccc(CCNC(=O)CSc2nnc(CNC(=O)c3ccco3)o2)cc1OC,4.1,0.4,5.9,2.3,3.0,-0.9,6.2,4.4,0.3,-4.2
Cc1ccccc1C(c1ccccc1Cl)N(C)C (stereo not given),-3.0,4.6,6.3,1.7,5.5,5.0,-2.2,0.7,0.7,2.5
O=C(NCc1ccc(OC(F)(F)F)cc1)C1CC(c2c(Cl)cccc2Cl)=NO1 (stereo not given),-1.7,1.6,-20.5,-2.1,-22.4,-0.2,-6.9,4.2,6.6,-6.2
CN(C)c1oc(-c2ccco2)nc1S(=O)(=O)c1ccc(Br)cc1,-4.7,-4.3,5.9,-3.1,6.5,6.4,3.2,-0.7,11.8,2.6
O=C(Nc1ccccc1Br)c1cc(=O)c2ccccc2o1,-3.1,7.6,6.0,-1.6,-2.0,2.1,0.7,-7.0,-2.4,2.5
O=C(CCN=C1NS(=O)(=O)c2ccccc21)OCC(=O)c1ccc(F)c(F)c1,-1.9,4.3,5.7,1.6,-0.6,-7.0,-1.2,0.8,10.7,6.3
COc1cc(-c2c(C#N)c(N)nc3c2CCCC3)cc(OC)c1OC,-4.0,8.0,-2.2,-0.3,-1.1,-3.5,-3.1,-4.7,3.7,-8.7
C1CCC(CNc2c3c(nc4nnnn24)CCCC3)CC1,12.9,-8.6,-0.5,0.6,2.4,1.3,-0.7,10.2,-2.7,-0.3
COc1cccc(CN(C)C(=O)c2cc(COc3c(F)cccc3F)on2)c1,-1.2,2.8,2.0,1.4,-35.9,-2.7,-0.3,2.5,-3.4,-4.8
COc1ccccc1N(CC(O)COc1ccccc1)S(=O)(=O)c1ccccc1 (stereo not given),-5.2,-3.4,3.1,3.4,-4.9,1.5,1.9,2.5,-1.8,-5.9
Cn1nc(C(F)(F)F)c(C#N)c1N1CCN(c2ccccc2F)CC1,9.2,-4.1,1.2,-2.6,4.0,4.9,1.2,0.7,6.1,0.1
COc1ccc(-c2csc(NC(=O)c3c(C)noc3C)n2)cc1F,2.3,0.8,3.7,1.0,-13.8,-0.8,2.4,-0.3,-0.9,0.5
O=C(Nc1ccccc1Oc1ccccc1)c1cnccn1,0.2,-2.3,-7.2,1.5,-10.3,-1.5,-7.3,2.1,14.3,1.8
O=c1ccc2ccc(Oc3ccc([N+](=O)[O-])cc3Cl)cc2o1,0.6,-0.2,0.5,-0.4,-6.8,-0.3,3.2,2.8,-3.7,-0.6
COCCCNC(=O)C(=O)NCCCOC(C)C,1.8,-4.8,8.4,0.7,3.1,-0.2,5.4,-4.1,3.3,-3.2

# Screens from PubChem.
